Source: PubChem BioAssay (several laboratories)
K1F lysis inhibition – inhibition of K1F phage lysis, E. coli UTI89, bacterial capsule biogenesis inhibitors, alamar blue (AID 488966); E. coli UTI89 K1F phage lysis, alamar blue, 2 h; higher % means a stronger effect; inhibition, % at 100 µM; hits with a dose series show IC50 in µM; hit rate 0.02% among 340,000;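 active = phage lysis inhibition, versus mean bacterial control, above a set limit; inconclusive = no clear call, values can overlap the other calls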;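 note: capsule biogenesis inhibitors block K1F phage lysis so surviving cells raise fluorescence; higher fluorescence means more inhibition of phage lysis; actives were called in the ten point dose series up to 300 µM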
GPR35 arrestin U2OS – GPR35 antagonists blocking zaprinast-driven arrestin recruitment, primary screen, imaging, U2OS, beta-arrestin-GFP, zaprinast agonist (AID 2058) | hit rate 0.052% among 290,000 | U2OS GPR35 beta-arrestin-GFP translocation imaging, zaprinast antagonism; higher % means a stronger effect | inhibition, % at 10 µM; hits with a dose series show IC50 in µM;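 active = inhibition of at least 50% with at least 30 cells and total cytoplasm GFP at most 10,000,000; inconclusive = under 30 cells or total GFP of 10,000,000 plus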
NS5 inhibitors – Dengue-2 NS5 methyltransferase inhibitors, primary screen, biochemical, confirmation dose response (AID 588689); Dengue-2 NS5 methyltransferase capping enzyme assay, biochemical; higher % means a stronger effect; hit rate 0.3% among 340,000; one-dose inhibition, % at 25 µM; IC50 in µM for titrated hits; in the data active = a potency from the dose series; inconclusive = inhibition above about 29% without an active follow-up result
NTR1 agonist – NTR1-driven beta-arrestin-GFP spot formation – imaging, U2OS cells, high content, primary screen (AID 493036) | activation, % at 20 µM | P30989 | hit rate 0.17% among 330,000 | agonist mode;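 active = activation at or above 40% of the spot to cytoplasm intensity ratio, with at least 20 cells analyzed; inconclusive = wells under 20 cells, flagged as cytotoxic or low count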;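 note: 0% = DMSO without peptide and 100% = 100 nM NTR1 peptide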
Target sequence (P30989 whole entry, looked up): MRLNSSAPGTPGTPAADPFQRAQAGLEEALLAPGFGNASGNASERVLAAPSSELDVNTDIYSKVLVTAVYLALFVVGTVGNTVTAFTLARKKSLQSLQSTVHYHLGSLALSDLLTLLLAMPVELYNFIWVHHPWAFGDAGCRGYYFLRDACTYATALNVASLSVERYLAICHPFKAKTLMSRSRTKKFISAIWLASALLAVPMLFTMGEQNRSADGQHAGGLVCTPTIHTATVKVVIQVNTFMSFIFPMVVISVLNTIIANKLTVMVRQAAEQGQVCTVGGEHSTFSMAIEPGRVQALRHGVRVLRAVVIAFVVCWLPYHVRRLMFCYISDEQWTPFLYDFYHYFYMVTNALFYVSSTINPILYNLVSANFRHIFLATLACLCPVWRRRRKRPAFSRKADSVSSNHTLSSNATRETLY
RSV CPE inhibition – inhibition of RSV-induced cytopathic effect – HEp-2 cells, primary 10 µM value included (AID 2391); HEp-2 cells, RSV-induced CPE inhibition; higher % means a stronger effect; CPE inhibition, % at 10 µM, or IC50 in µM where a hit was titrated; hit rate 0.13% among 310,000; in the data active = a potency from the dose series; inconclusive = CPE inhibition mostly from about 23% at the one dose, without a potency; inactive = the rest, 99 in 100 with CPE inhibition below about 21%; note: strong numbers were not always called active
Autophagy HCS – alters autophagy in cells. MEF GFP-LC3 puncta imaging; test concentration mostly 10 µM. calls only at 10 µM (by protocol). hit rate 0.98% among 190,000;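 active = percentage of spot-positive cells more than 3 SD above its plate mean, without a fluorescence outlier flag or 80% toxicity; inconclusive = no clear call, values can overlap the other calls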;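 note: spot-positive cell cutoff set from DMSO-treated cells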
AID2073 – disruptors of CaV2.2 binding to Mint1 – biochemical, HTRF (AID 2073) | hit rate 0.19% among 290,000 | inhibition, % at 20 µM; hits with a dose series show IC50 in µM | HTRF protein-protein interaction, Mint1-CaV2.2; higher % means a stronger effect; in the data active = inhibition mostly above about 51%, no sharp cut-off; inconclusive = no clear call, values can overlap the other calls; inactive = mostly below about 53%; note: some results filed as inactive read as strong as hits
WT yeast gro inh – growth inhibition of WT yeast, mitochondrial fusion screen; hit rate 2.1% among 190,000; mitochondrial fusion phenotypic screen, WT strain; inhibition, % at 10 µM; in the data active = inhibition above about 58%; tested in S. cerevisiae
LYP phosphatase – inhibitors of LYP phosphatase, biochemical, fluorescence intensity, uHTS (AID 1779). recombinant LYP phosphatase, fluorescence intensity; higher % means a stronger effect. inhibition, % at 11.5 µM; hits with a dose series show IC50 in µM. hit rate 0.054% among 290,000; in the data active = inhibition above about 50%;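 note: plate controls were vehicle with enzyme for no effect and no enzyme for full effect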
WT yeast gro inh mutant strain – also measured in WT yeast gro inh; calls as there; inhibition, %; mitochondrial fusion phenotypic screen, mutant strain inhibition
Autophagy HCS cell loss 18 h – also measured in Autophagy HCS; calls as there; toxicity, %; measured here: cell loss, nuclei count;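 cell loss after 18 h compound exposure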
NTR1 agonist cell count 20 µM – also measured in NTR1 agonist; calls as there; cell count; measured here: cell count, cytotoxicity flag
Active calls of the source: *; i = inactive; ? = inconclusive; nt = not tested or not shown; [ ] = remark or other dose.

SMILES	K1F lysis inhibition	GPR35 arrestin U2OS	NS5 inhibitors	NTR1 agonist	NTR1 agonist cell count 20 µM	RSV CPE inhibition	Autophagy HCS	Autophagy HCS cell loss 18 h	AID2073	WT yeast gro inh	WT yeast gro inh mutant strain	LYP phosphatase
CCOC(=O)CNC(=O)Nc1ccccc1C(=O)OC	1.5%	-22%	-3%	-0.9	47	1.9%	i	1	-7%	12	17	0%
Cn1nc(C(=O)Nc2sc3c(c2C#N)CCCC3)ccc1=O	-0.1%	8%	-14%	-0.3	49	0.1%	i	0	3%	6	11	-1%
CN(C(=O)COC(=O)c1ccccc1OCc1ccc(F)cc1)C1CCS(=O)(=O)C1 (centres undefined)	1.2%[50 µM]	nt	-1%	-2.8	49	0.1%	nt	nt	nt	nt	nt	nt
Cc1c(Cl)cccc1NC(=O)CCN1CCN(C)CC1	-0.3%	-14%	-5%	-0.3	58	1.0%	nt	nt	15%	nt	nt	-1%
Cc1noc(C)c1CSc1nc2ccccc2c(=O)n1-c1ccccc1	0.3%	-2%	-5%	5.5	63	-1.4%	i	6	1%	-5	5	1%
CC(=O)c1cc2c(cc1NC(=O)CN1CCOCC1)OCO2	-1.9%	-1%	-7%	0.0	80	2.2%	i	2	-2%	16	33	-3%
Cc1ccc(C(C(=O)NC2CCCC2)N2CCc3ccccc32)cc1 (centres undefined)	-1.4%	7%	-3%	0.7	82	2.8%	i	7	-2%	8	1	0%
COc1ccc(CCNC(=O)[C@@H](NC(=O)N2CCn3c2nc2ccccc23)C(C)C)cc1OC	-0.2%	-18%	5%	-0.6	68	5.9%	nt	nt	10%	nt	nt	-7%
CCOc1ccc(N2CC(C(=O)N3CCCCC3)CC2=O)cc1 (centres undefined)	0.3%	-13%	-7%	0.9	57	0.4%	nt	nt	5%	nt	nt	-10%
COc1ccccc1Cn1c(C)nc2ccccc21	nt	16%	nt	0.1	48	14%	nt	nt	3%	nt	nt	-4%
Cc1ccc(CSCCNC(=O)CN(c2ccc(F)cc2)S(C)(=O)=O)cc1	0.0%	2%	6%	2.1	51	-0.3%	nt	nt	7%	nt	nt	-8%
N#Cc1cc2c(nc1SCc1cccnc1)CCCCC2	0.5%	-6%	-2%	4.4	45	1.0%	i	-7	-5%	22	35	-5%
O=C(N/N=C/c1sc(N2CCOCC2)nc1-c1ccccc1)c1ccccc1F	nt	9%	nt	-0.2	59	2.2%	nt	nt	-4%	nt	nt	0%
COC(=O)CCC(=O)Nc1cc(OC)c(OC)cc1Cc1nccc2cc(OC)c(OC)cc12	-0.1%	-5%	0%	-0.1	73	3.5%	nt	nt	9%	nt	nt	-4%
Cc1ccc(Nc2nc(N)nc(CC#N)n2)cc1	0.0%	-10%	-1%	-0.4	40	10%	i	-1	-5%	0	-2	-10%
CCCCOC(=O)CSc1nnc(-c2cc(OC)c(OC)c(OC)c2)o1	-0.1%	18%	-8%	3.0	80	0.9%	i	2	-9%	-19	-16	-5%
Cn1c(=O)c(C(=O)NCCc2ccccc2)c(O)c2ccccc21	-0.1%	23%	1%	5.6	58	5.2%	nt	nt	6%	nt	nt	-6%
Cc1nc(/C(N)=N/OC(=O)c2ccc(Cl)cc2)c(C(F)(F)F)o1	0.5%	8%	-7%	0.4	58	0.7%	nt	nt	4%	nt	nt	-2%
Cc1cccc2c(=O)cc(C)n(CC(=O)N3CCCCC3)c12	2.2%	7%	-11%	0.9	96	-0.3%	i	1	4%	-1	-1	-3%
Cc1cc(O)c2/c(=N\N)c(-c3csc(C)n3)coc2c1	0.1%	-9%	5%	0.0	63	3.5%	nt	nt	2%	nt	nt	-1%
CN(CC(=O)NCc1ccccc1)S(=O)(=O)c1ccc2c(c1)CCC(=O)N2	0.0%	11%	-6%	0.0	63	1.3%	nt	nt	-3%	nt	nt	-9%
Cc1cc(Nc2ccc(Cl)cc2)n(-c2ccccc2)n1	0.1%	6%	-7%	0.3	50	7.2%	i	-3	?	-28	8	-6%
Cc1cccc(N(CC(=O)NCC2CCCO2)C(=O)CCC(=O)Nc2nccs2)c1 (centres undefined)	0.2%	3%	-6%	3.4	58	0.9%	nt	nt	-3%	nt	nt	-2%
COC(=O)c1c(NC(=O)Cc2ccccc2)sc2c1CC(C)(C)NC2(C)C	1.1%	2%	-1%	1.8	48	-0.5%	nt	nt	-49%	nt	nt	-9%
C=CCn1c(SC(C)CC)nc(O)cc1=O (centres undefined)	0.3%	10%	4%	-0.1	53	-0.7%	i	1	-4%	-4	-6	-11%
Cc1ccccc1CN(c1ccc(C(=O)Nc2ccccc2C(=O)NCc2ccco2)cc1)S(C)(=O)=O	-2.0%	0%	-4%	1.6	84	nt	i	-9	7%	-20	-1	9%
CC1CC(C)CN(CC(=O)N2c3ccccc3CCc3ccccc32)C1 (centres undefined)	1.5%	0%	-5%	0.6	46	-0.3%	i	-6	2%	18	1	-8%
CC(=O)c1ccc(N2CCN(S(=O)(=O)c3ccc4c(c3)CC(=O)N4)CC2)cc1	-0.5%	-3%	-3%	-0.5	58	0.3%	nt	nt	8%	nt	nt	3%
CN(CC(=O)Nc1ccccc1C(F)(F)F)C(=O)CC1OC(=O)c2ccccc21 (centres undefined)	0.0%	6%	5%	-0.8	51	4.5%	nt	nt	1%	nt	nt	-6%
CNc1c(NS(=O)(=O)c2ccc(C3CCCCC3)cc2)c(=O)oc2ccccc12	-0.2%	16%	1%	-0.1	44	1.3%	nt	nt	15%	nt	nt	-6%
CN(C)/N=C/C=C1\CC/C(=C\c2ccc(F)c(F)c2)C1=O	0.0%	nt	0%	3.1	66	2.9%	nt	nt	nt	nt	nt	nt
O=C(NNc1cc(N2CCOCC2)nc(N2CCOCC2)n1)c1ccc([N+](=O)[O-])cc1	-1.4%	6%	3%	0.4	91	nt	i	-12	-6%	15	-2	-2%
C=C(C)COc1ccc(-c2ncncc2-c2ccccc2OC)c(O)c1	0.2%[50 µM]	-1%	-2%	5.1	66	4.2%	nt	nt	-1%	nt	nt	-2%
O=C(O)c1ccccc1C1Nc2ccccc2C(=O)N1CCCN1CCOCC1 (centres undefined)	nt	5%	nt	-1.8	58	2.0%	nt	nt	0%	nt	nt	-8%
CCn1cc(C(=O)O)c(=O)c2cnc(N3CCN(C(=S)NC(=O)c4ccc(Br)cc4)CC3)nc21	nt	-3%	nt	0.2	59	3.5%	nt	nt	-22%	nt	nt	13%
COc1nc(Nc2cccc([N+](=O)[O-])c2)nc(OC)n1	0.1%	0%	-8%	1.0	41	0.7%	i	-9	-10%	5	-8	0%
NCCC(=O)N1c2ccccc2Sc2ccccc21	-1.9%	-6%	-1%	0.3	56	0.8%	nt	nt	7%	nt	nt	-4%
O=C1NC(c2ccccc2OC(F)F)Oc2ccccc21 (centres undefined)	-0.1%	8%	-13%	1.6	40	0.3%	i	1	4%	-4	0	0%
Cc1ccc(Cl)cc1N1CCN(C(=O)CNC(=O)c2ccc(Br)o2)CC1	0.8%[50 µM]	nt	-6%	1.2	58	1.5%	nt	nt	nt	nt	nt	nt
COc1ccc(Oc2nc3c(C)cccn3c(=O)c2/C=C(\C#N)C(N)=O)cc1	-0.2%	-3%	-6%	4.7	39	5.5%	nt	nt	7%	nt	nt	-10%
COc1ccc(CNC(=O)c2cnc3scc(C)n3c2=O)cc1	-0.1%	-6%	1%	7.9	47	0.9%	i	-7	2%	6	-3	2%
Cn1nnnc1SCc1csc(C2C(C#N)=C(N)OC3=C2C(=O)CCC3)c1 (centres undefined)	0.7%	3%	-8%	1.2	54	2.7%	i	14	12%	-3	-5	0%
CN(C)S(=O)(=O)c1cccc(NC(=O)COC(=O)c2cccc(S(=O)(=O)N3CCc4ccccc4C3)c2)c1	0.9%[50 µM]	-20%	-3%	4.0	71	6.2%	i	-10	29%	-12	-10	8%
Cc1nc2ccccc2n1CCN1CCOCC1	-2.7%	0%	1%	0.4	52	-0.2%	i	9	2%	2	4	-6%
COc1ccc(Cn2c(C)nnc2-c2cnn(C)c2N)cc1	4.8%	-4%	-7%	0.4	57	-0.1%	i	-5	-5%	-10	33	-4%
CCC(C)(C)NC(=O)Cn1c(-c2ccc(C)cc2)noc1=O	0.3%	4%	-2%	0.0	49	1.1%	nt	nt	15%	nt	nt	-2%
C=CCn1c(-c2cccc3ccccc23)n[nH]c1=S	2.5%	-2%	-5%	-1.6	94	8.6%	i	2	-18%	-3	-2	-1%
CCc1ccc(CNC(=O)C2CCN(S(=O)(=O)N3CC(C)CC(C)C3)CC2)cc1 (centres undefined)	0.3%	20%	-3%	-0.5	66	2.2%	nt	nt	5%	nt	nt	-5%
COC(=O)c1cn(NC(=O)C2CCC(C)CC2)c(=O)c2ccccc12 (centres undefined)	0.3%	15%	-11%	-1.6	72	1.4%	i	-22	10%	11	4	-2%
COc1ccc(C2(c3ccc(OC)cc3)NC(=O)N(CC(=O)Nc3ccc(OC)c(OC)c3)C2=O)cc1	0.2%	-2%	-6%	-1.0	31	1.6%	nt	nt	-2%	nt	nt	-6%

The listing continues.
SMILES	K1F lysis inhibition	GPR35 arrestin U2OS	NS5 inhibitors	NTR1 agonist	NTR1 agonist cell count 20 µM	RSV CPE inhibition	Autophagy HCS	Autophagy HCS cell loss 18 h	AID2073	WT yeast gro inh	WT yeast gro inh mutant strain	LYP phosphatase
Cn1nccc1C(=O)Nc1ccc2c(c1)OCCO2	-0.1%	-9%	13%	0.5	90	0.7%	i	12	2%	23	26	-11%
CC1CC(C)(C)NC(=S)N1CC(=O)N1CCN(Cc2ccc3c(c2)OCO3)CC1 (centres undefined)	-0.6%	-5%	-1%	2.2	67	2.3%	i	-7	-4%	14	7	-4%
Cc1[nH]nc(SCC(=O)NC2CCCCC2)c1[N+](=O)[O-]	0.0%	12%	-4%	2.3	56	0.1%	i	17	-8%	14	13	-4%
Cc1cccc(NC(=O)c2cc(N3CCOCC3)nc3ccccc23)c1	-0.5%	13%	-7%	-0.8	42	0.5%	i	30	8%	9	-6	-2%
C/C(=N\N=C(/N)SC1CC(=O)N(c2ccc(Cl)c(Cl)c2)C1=O)c1cccs1 (centres undefined)	-1.4%	11%	1%	13	47	-3.5%	i	11	-2%	98*	95*	2%
Cc1cccc(NC(=O)CN2C(=O)NC3(CCCC3)C2=O)n1	1.0%[50 µM]	nt	-1%	-0.4	56	-1.6%	nt	nt	nt	nt	nt	nt
COc1ccc(-n2c(SCC(=O)Nc3ccc(Br)cc3)nc(O)cc2=O)cc1	5.7%	3%	2%	3.0	51	2.7%	nt	nt	8%	nt	nt	-1%
